# Pf Dd2 growth: Plasmodium falciparum Dd2 growth inhibition | P. falciparum Dd2 growth, SYBR Green, 72 h | Potency, µM (titrated, usually from 28.9 µM), without a hit: at the top dose activity, negative = inhibition, usual class: inhibitors | hit rate 4.3% among 120,000 | AID 1347417; active = well fitted inhibition curve with a large enough effect; inconclusive = small, poorly fitted or top-dose-only effect; inactive = no such curve, though single readings can be large or run the other way;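 note: plate controls were DMSO vehicle for no effect and reference drug for full effect; nearly all actives have a fitted effect of over 65% in size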
#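 Infected erythrocytes (Dd2, 0.3% parasitemia, 2.5% hematocrit final) are added to compound in RPMI-1640/Albumax II medium, grown 72 h at 37C in low oxygen, then lysed with saponin/Triton-X containing SYBR Green and read by fluorescence.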
# * marks the source's active call; other numbers are inactive results; i = inactive; ? = inconclusive; [ ] = dose if it differs, or a comment. Potency is the fitted concentration of half-maximal effect. These rows are one share of the data; the hit share may differ from the screen's.
SMILES,Pf Dd2 growth
CCNC(=O)N1CCC(Cc2ccc(C(=O)NCCN3CCN(CC)CC3)cc2)CC1,i
Cn1cnc(S(=O)(=O)N2CCCCC2c2nc(-c3ccncc3)n[nH]2)c1 (stereo not drawn),6%
O=C1NCc2ccccc2CC12CCN(Cc1c(Cl)cncc1Cl)CC2,-11%
CC(=O)NC1(C)CCN(Cc2ccccc2-c2cccc(C(C)=O)c2)C1 (stereo not drawn),i
CCOC(=O)c1nn2c(C(F)(F)F)cc(-c3ccc(C)cc3)nc2c1Cl,i
COc1cccc(C(=O)N2CCC3(CC2)CCN(CCc2ccccc2)c2ccccc2O3)c1,?
Cc1ccccc1CNC(=O)C1CCN(c2nnc(-n3c(C)ccc3C)s2)CC1,?
COc1ccc(-c2cc([C@H]3CN4CC[C@H]3C[C@@H]4CNC(=O)c3ccccc3)n(C)n2)cc1OC,11µM*
Cc1ccc(S(=O)(=O)N2CCC(n3cnnc3C)CC2)cc1F,?
CCn1cc(CN2CCCC(COc3ccccc3C(=O)N3CCCC3)C2)c2ccccc21 (stereo not drawn),?
COc1ccc(C(=O)NC2CCN(c3cc(-c4ccc(F)cc4)[nH]n3)C2)c(OC)c1 (stereo not drawn),?
O=C(c1cccc(C(F)(F)F)c1)N1CCC2(CC1)CC(O)CCO2 (stereo not drawn),?
Cc1ccc2c(=O)cc(CSc3ncn[nH]3)[nH]c2c1C,i
CCOC(=O)c1c(C)n(-c2ccccc2)c2ccc(OC(=O)c3cc(OC)cc(OC)c3)cc12,2%
CC(=O)Nc1ccc([C@@H](O)[C@H]2COCC(=O)N2CCCc2ccccc2)cc1,i
COc1ccc(C(=O)N2CCN(C(=O)N3CC4CC(C3)[C@H]3CCCC(=O)N3C4)CC2)cc1F (stereo partly drawn),-6%
CN(Cc1cccc(C(F)(F)F)c1)C(=O)C1CC1,-11%[44.1 µM]
COc1ccccc1NC(=O)NCCCN1CCN(c2ccc(F)cc2)CC1,i
COc1ccc(-n2cc(C(=O)NC(C)c3ccccc3)c3ccccc3c2=O)cc1 (stereo not drawn),-28%
Cc1ccc(NC2=N[C@H]3[C@@H](O)[C@H](O)C[C@H](C(=O)N(C)Cc4ccccc4)[C@H]3S2)cc1,-5%[44.1 µM]
CCOc1ccc(C(=O)Nc2cc(NC(=O)c3ccco3)ccc2OC)cc1Br,20%[0.594 µM]
Cc1cc(C)n(CCC(=O)N[C@@H]2CN(c3ccncn3)C[C@H]2CN(C)C)n1,20%
COc1ccc(NC(=O)N2CC3CC(C2)[C@H]2CCCC(=O)N2C3)cc1OC (stereo partly drawn),-11%
CCC(Sc1nc2ccccc2c2nc(CCc3c(C)n[nH]c3C)nn12)C(=O)Nc1ccccc1F (stereo not drawn),?
CCn1ncc(CN2CCCCCNC(=O)CC2c2ccccc2)c1C (stereo not drawn),?
COc1ccccc1NC(=O)Cn1c(=O)n(CCc2ccccc2)c(=O)c2sc3ccccc3c21,?
COc1ccc(N2CC3(COCC2=O)CN(c2ccc(C(F)(F)F)cn2)C3)cc1,-18%[44.1 µM]
C=CCN(C)C(=O)C[C@@H]1c2nc(NC(=O)c3cccc(F)c3)sc2C[C@@H]2[C@](C)(CO)[C@H](O)CC[C@]21C,-2%
CCS(=O)(=O)CCSc1nc(-c2ccc(Br)cc2)cc(-c2ccccc2)c1C#N,i
CN1N=C(C(=O)N2CCOC(Cc3cccc4ccccc34)C2)CCC1=O (stereo not drawn),4%
Cc1ccccc1CN1CCCC12Cc1ccccc1CNC2=O (stereo not drawn),?
CC(C(=O)NCc1ccc(Cl)cc1)n1ccc2cc(S(=O)(=O)N3CCCCCC3)ccc21 (stereo not drawn),i
CCOC(=O)c1cc(-c2ccc(F)cc2)n(CCC(=O)Nc2ccccc2OC)c1C,?
COc1cc(NC(=O)Cn2c(=O)n(CC3CCC(C(=O)NCCc4ccccc4)CC3)c(=O)c3ccccc32)cc(OC)c1 (stereo not drawn),0.89µM*
Cc1noc([C@@H]2CC(F)(F)CN2C(=O)c2cocn2)n1,41%[activator]
Cc1ccc(C(=O)NC2CCN(c3cc(-c4ccc(F)cc4)[nH]n3)CC2)cc1,-17%
CC(C)Sc1ncc(Cl)c(C(=O)Nc2ccc(S(=O)(=O)Nc3ncccn3)cc2)n1,15%
CCC1CN(C(=O)N2CCC(C(=O)NCCc3ccccc3Cl)CC2)c2cc(C)ccc2O1 (stereo not drawn),?
CCOC(=O)c1ccc(NC(=O)c2csc3c2CCCC3)cc1,-22%
CCc1cccc(C)c1Nc1c(-c2ccsc2)nc2ncccn12,?
COc1ccc(CN2C(=O)CO[C@H](c3ccc(NC(=O)c4ccc(F)cc4)cc3)[C@H]2CO)cc1,?
O=[S+]1([O-])NCC2(CCN(Cc3ccc(OC(F)(F)F)cc3)CC2)Nc2ccccc21,-24%
O=C(N[C@H]1C[C@H]2C(=O)Nc3cc(Cl)ccc3C(=O)N2C1)c1ccccc1,12%[44.1 µM]
O=C(NCc1ccc(F)cc1)c1ccc2c(c1)nc1n2CCCCC1,-16%
Cc1cc(N2CCN(C(=O)C(c3ccc(F)cc3)N(C)C)CC2)cc(C)n1 (stereo not drawn),-12%
Cn1cc(CN2CCN(Cc3ccccc3)CC2)ccc1=O,14%
CCN(CCOC)C(=O)c1coc(COc2ccc3sc(C)nc3c2)n1,?
CCCSc1nc2sc3c(c2c(=O)n1Cc1ccccc1)CC(C)(CC)OC3 (stereo not drawn),i
CN(CC1CCOC1)C(=O)c1ccco1 (stereo not drawn),i[5.79 µM]
CCCOc1cccc(C(=O)Nc2ccc(-c3nc4ccccc4s3)c(Cl)c2)c1,?
Cc1ccc(C)c(CN2C(=O)CSc3ccc(C(=O)NCc4ccc(F)cc4)cc32)c1,5%
COc1ccc(C2C(C(=O)Nc3ccccc3)=C(C)Nc3nc(-c4ccccc4Cl)nn32)cc1OC (stereo not drawn),?
CN(Cc1ccc(F)cc1)C(=O)C1(c2ccc(Cl)cc2)CCOCC1,?
O=C(CC1N=C2c3ccccc3N=C(SCc3ccccc3Cl)N2C1=O)NCCc1ccccc1 (stereo not drawn),-6%
O=C(C1CCCO1)N1CCc2c(n(Cc3ccccc3)n(-c3ccccc3)c2=O)C1 (stereo not drawn),14%[44.1 µM]
COCCCNc1ncnc2c1CN(C1CCCNC1)C(=O)CN2C (stereo not drawn),?
Cc1cc(NS(=O)(=O)c2ccc3nc(-c4ccccc4)[nH]c3c2)ccc1Br,22%
O=C(NCc1ccc(F)cc1)N1CCC2(CC1)CC(N1CCCCC1)CCO2 (stereo not drawn),i
COC(=O)c1cc2sc(C)cc2n1Cc1ccc(F)cc1Cl,11%
CCn1ccc(C(=O)N2CCC(Oc3ccccc3-c3nc(C)no3)C2)n1 (stereo not drawn),i

# Additional entries.
SMILES,Pf Dd2 growth
Cc1cccc(N2CCN(C(=O)c3ccc4c(Cl)c5c(nc4c3)CCCC5)CC2)c1C,11µM*
COc1ccc(CNC(=O)c2ccc(-c3ccc(N4CCSCC4)nc3)cc2)cc1,-5%
O=C(NC1CCCCC1)[C@@H]1C[C@@H](O)CN1C1CCN(C(=O)c2ccsc2)CC1,-14%
COCCNC(=O)c1ccc2c(c1)N(C)C(CC(=O)NCC(F)(F)F)CO2 (stereo not drawn),-17%
CC1CCC2(CC1)NC(=O)N(CC(=O)NCc1ccc3c(c1)OCO3)C2=O (stereo not drawn),16%
Cc1ccc(CNC(=O)C2CCCCC(=O)N2C)o1 (stereo not drawn),-25%
CNC(=O)[C@@H](C1CC1)N1CCC[C@H]1C(=O)N1CCC(C)CC1,-3%[44.1 µM]
CCOc1ccc(C(=O)Nc2ccc3c(c2)CCC(=O)N3CC(C)C)cc1,-17%
CCOc1cc(C(=O)N2CCCN(c3cc(-c4ccccc4)[nH]n3)CC2)cc(OCC)c1OCC,?
O=C(NCCc1noc(-c2ccncc2)n1)c1c2c(nc3ccccc13)CCCC2,-28%
CCc1ccc(NC(=O)CSc2nc3c([nH]c4ccccc43)c(=O)n2-c2cccc(OC)c2)cc1,i
COc1ccc(NC(=O)c2ccco2)cc1NC(=O)COc1ccc(C)c(C)c1,?
Cc1ccc(CN2CCC(CNC(=O)NC(C)C)C2)cc1C (stereo not drawn),8.9µM*
C=CCNC(=O)C1CCN(C(=O)N2CC3CC(C2)[C@H]2CCCC(=O)N2C3)CC1 (stereo partly drawn),-5%
Cc1ccccc1Cn1c(=O)n(CCc2ccccc2)c(=O)c2ccccc21,?

# Seven entries from above, tab-delimited:
molecule	Pf Dd2 growth
Cc1ccc(CNC(=O)C2CCCCC(=O)N2C)o1 (stereo not drawn)	-25%
CC1CCC2(CC1)NC(=O)N(CC(=O)NCc1ccc3c(c1)OCO3)C2=O (stereo not drawn)	16%
O=C(NCCc1noc(-c2ccncc2)n1)c1c2c(nc3ccccc13)CCCC2	-28%
Cc1ccc(CN2CCC(CNC(=O)NC(C)C)C2)cc1C (stereo not drawn)	8.9µM*
CCc1ccc(NC(=O)CSc2nc3c([nH]c4ccccc43)c(=O)n2-c2cccc(OC)c2)cc1	i
CCOc1ccc(C(=O)Nc2ccc3c(c2)CCC(=O)N3CC(C)C)cc1	-17%
CNC(=O)[C@@H](C1CC1)N1CCC[C@H]1C(=O)N1CCC(C)CC1	-3%[44.1 µM]

# Continued:
SMILES,Pf Dd2 growth
CCCCSCc1cc(C(=O)N2Cc3nnc(C)n3C(C)C2)oc1C (stereo not drawn),2%
Cc1c(Cl)cccc1NC(=O)Cn1c(=O)n(Cc2ccco2)c(=O)c2sc3ccccc3c21,42%[activator]
O=C1OC[C@@H]2CCN(Cc3cccnc3)Cc3ccc(F)cc3N12,-10%[44.1 µM]
COc1cccc(CN2C(=O)CCCCC2C(=O)N(C)CCc2c(C)nn(C)c2C)c1 (stereo not drawn),-5%
COc1cc(Cl)ccc1C(=O)N1CCC(N2CC3CC(C2)[C@H]2CCCC(=O)N2C3)CC1 (stereo partly drawn),-14%
CCOC(=O)CNc1nc2ccccc2n2c(C)nnc12,50%[activator][0.594 µM]
O=C(c1ccncc1)N1CCC(CCOc2ccccc2)C1 (stereo not drawn),2%
COc1ccc(CN2CC[C@H]3CN(C)CC[C@H]3CC2=O)cc1,-24%[44.1 µM]
O=C(c1ccc(F)cc1)N1CCC2(CC1)CN[S+](=O)([O-])c1cccnc1O2,9%
O=C(N[C@H](Cc1ccncc1)C1CC(O)C1)c1ccc(CO)o1 (stereo partly drawn),-6%
Cc1oc(-c2ccc(F)cc2)nc1CN1CCC2(CCCO2)CCC1=O (stereo not drawn),2%
COc1cc2c(cc1OCc1ccccc1)NC(=O)C21CCN(C(C)=O)CC1,i
O=C(Cc1cccc(F)c1)NCCC1CCN(C(=O)Nc2ccc(F)cc2)CC1,i
CCN1CCN(CC(=O)N2CC(C)(C)[C@@](C)(O)C2)CC1,-8%
CCc1noc(-c2ccn3c(CNC(=O)c4cccc(F)c4)nnc3c2)n1,i

# Brought forward from above: six entries, then new ones.
SMILES,Pf Dd2 growth
O=C(N[C@H](Cc1ccncc1)C1CC(O)C1)c1ccc(CO)o1 (stereo partly drawn),-6%
Cc1oc(-c2ccc(F)cc2)nc1CN1CCC2(CCCO2)CCC1=O (stereo not drawn),2%
COc1cc2c(cc1OCc1ccccc1)NC(=O)C21CCN(C(C)=O)CC1,i
O=C(Cc1cccc(F)c1)NCCC1CCN(C(=O)Nc2ccc(F)cc2)CC1,i
CCN1CCN(CC(=O)N2CC(C)(C)[C@@](C)(O)C2)CC1,-8%
CCc1noc(-c2ccn3c(CNC(=O)c4cccc(F)c4)nnc3c2)n1,i
CCN(CC)C(=O)CCc1c(C)nn(-c2ccccc2C)c1Oc1cccc(F)c1,-9%
CC(C)(C)c1ccc(C(=O)NCCc2csc(-c3ccc(Cl)cc3)n2)cc1,i
CC(C)NC(=O)NCC1Cn2cccc2C(=O)N1Cc1ccccc1 (stereo not drawn),-14%
CCN(CC)C(=O)Cn1cc(C(=O)N2CCN(c3nc4ccccc4s3)CC2)nn1,-15%
COc1cc(C(=O)NC2CCN(c3cc(-c4ccc(F)cc4)[nH]n3)C2)cc(OC)c1OC (stereo not drawn),i
COCCn1c(C)cnc1CC1CCN(C(=O)c2ccc(C)s2)CC1,-14%
CNC(=O)[C@@H]1CN(C(=O)c2nccc3ccccc23)C[C@H]1c1nc(COC)no1,0%
Fc1ccc(CN2CC[C@H](c3nc4ccccc4o3)C2)cc1F,-1%[44.1 µM]
CC(C)c1noc(C2CCCN2S(=O)(=O)N2CCCCCC2)n1 (stereo not drawn),-7%
COC(=O)c1ccc(OCC2c3cc(OC)c(OC)cc3CCN2C(=O)c2ccc(F)cc2)cc1 (stereo not drawn),11µM*
CC1(CCCCc2ccccc2)COc2ccc(C(=O)NCCc3cnc[nH]3)cc2N1 (stereo not drawn),?
CC(=O)Nc1ccc(S(=O)(=O)N[C@H]2CO[C@H]3[C@@H]2OC[C@@H]3Nc2nccc(-c3cccc(F)c3)n2)cc1,?
Cc1cc(Br)ccc1NC(=O)C1CCCN(S(=O)(=O)c2cccc3nonc23)C1 (stereo not drawn),5%
CC[C@@]1(O)CCN(C(=O)CCc2nc(-c3ccco3)no2)C[C@H]1O,-1%
O=c1cc(CN2CCCC(c3nccn3Cc3ccccc3)C2)[nH]c(=O)[nH]1 (stereo not drawn),?
O=C1Nc2ccc(-c3ccc(Cl)cc3)cc2C(=O)N2CCN(C(=O)c3cccc(F)c3)C[C@H]12,?
COc1ccc(-c2cnc(C)o2)cc1S(=O)(=O)Nc1ccc(F)cc1F,-27%
CC(=O)N1CCN(c2ccc(C=O)cc2)C(=O)C1,?

# Screens from PubChem.
